Screening results from PubChem BioAssay.
KAT2A inh: qHTS Assay for Inhibitors of GCN5L2; GCN5L2 HAT assay, ThioGlo1 CoA-SH fluorescence; hit rate 0.21% among 390,000; AID 504327, 2011; Potency, µM (highest dose often 58.9 µM), inactives show top-dose activity change, negative = inhibition, most hits filed as inhibitors; Histone acetyltransferase KAT2A (Homo sapiens), Q92830
Target sequence (Q92830 whole entry, looked up): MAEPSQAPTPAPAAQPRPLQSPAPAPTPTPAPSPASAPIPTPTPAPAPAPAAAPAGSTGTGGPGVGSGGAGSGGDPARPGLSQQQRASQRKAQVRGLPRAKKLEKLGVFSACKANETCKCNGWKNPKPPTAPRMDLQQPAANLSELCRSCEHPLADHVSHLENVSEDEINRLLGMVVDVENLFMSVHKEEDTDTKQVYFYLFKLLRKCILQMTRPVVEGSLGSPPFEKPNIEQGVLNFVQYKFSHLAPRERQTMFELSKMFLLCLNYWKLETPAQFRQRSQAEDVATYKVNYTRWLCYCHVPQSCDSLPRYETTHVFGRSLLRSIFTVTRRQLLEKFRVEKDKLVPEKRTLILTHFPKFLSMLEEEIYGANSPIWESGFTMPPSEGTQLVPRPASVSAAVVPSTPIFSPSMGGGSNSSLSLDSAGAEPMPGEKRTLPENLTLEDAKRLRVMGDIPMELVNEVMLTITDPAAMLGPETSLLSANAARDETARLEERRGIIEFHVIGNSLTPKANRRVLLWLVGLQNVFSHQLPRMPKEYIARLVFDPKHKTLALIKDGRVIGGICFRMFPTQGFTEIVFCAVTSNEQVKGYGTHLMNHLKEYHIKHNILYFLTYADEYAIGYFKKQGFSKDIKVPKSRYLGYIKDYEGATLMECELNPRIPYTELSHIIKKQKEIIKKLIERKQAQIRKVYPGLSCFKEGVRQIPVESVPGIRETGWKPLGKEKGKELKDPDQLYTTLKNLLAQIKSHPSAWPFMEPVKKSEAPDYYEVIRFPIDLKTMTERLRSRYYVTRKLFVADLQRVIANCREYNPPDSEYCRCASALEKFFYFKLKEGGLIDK
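Enzyme at 20nM final was mixed with library compounds for 15 min at room temperature. Peptide H3(1-25) at 75uM, acetyl-CoA at 70uM and ThioGlo1 at 50uM were then added. Plates were read immediately and after 20 min (Ex340nm/Em540nm).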
TDP1 cell noCPT: qHTS for Inhibitors of human tyrosyl-DNA phosphodiesterase 1 (TDP1): qHTS in cells in absence of CPT. DT40 Tdp1-/- hTDP1 cells, no CPT, ATP luminescence, 48 h. hit rate 15% among 420,000. Potency, µM (titrated, usually from 46.2 µM), without a hit: top-dose activity change, negative = growth inhibition, usual class: inhibitors; further: nearly all actives have a fitted effect of over 55% in size
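Stably hTDP1-transfected Tdp1-null chicken DT40 cells were treated with library compounds minus camptothecin and grown for at least 48 hr at 37 °C, after which cellular ATP was quantified by luminescence.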
DT40 TDP1 CPT: qHTS for Inhibitors of human tyrosyl-DNA phosphodiesterase 1 (TDP1): qHTS in cells in presence of CPT. hit rate 12% among 420,000. chicken DT40 Tdp1-/-;hTDP1 cells + 20 nM CPT, ATP luminescence, 48 h. Potency, µM (series often up to 46.2 µM), for the others: at the top dose activity change, negative = growth inhibition, most hits filed as inhibitors. AID 686979, 2013; further: nearly all actives have a fitted effect of over 55% in size
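Chicken DT40 Tdp1-/- cells stably complemented with human TDP1 were seeded at 400 cells/well in medium containing 20 nM camptothecin, exposed to pin-transferred compounds, and grown at 37 °C for at least 48 hr. Viability was read as ATP luminescence.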
Numbers without * were called inactive; ? = inconclusive; · = not tested or not shown; [ ] = dose if it differs, or a comment. The call rests on the fitted dose curve; in most records, active means well fitted curve in the direction sought with a large enough effect; inconclusive means small, poorly fitted or top-dose-only effect, or another doubt; inactive means no such curve, though single readings can be large; an effect the other way counts as inactive or inconclusive. On the % scale 0 is the no-effect control and ±100 the full control effect; potency means the concentration at half of the fitted maximal effect. These rows are one share of the data, so the mix of outcomes need not match the whole.

smiles	KAT2A inh	TDP1 cell noCPT	DT40 TDP1 CPT
COc1ccc(N2C(=O)CC(N(Cc3ccc(S(N)(=O)=O)cc3)C(C)=O)C2=O)cc1 (centres undefined)	-6%	-14%	1%
COc1ccccc1CNc1nc(NCc2ccccc2F)c2sccc2n1	·	4.1µM*	2.9µM*
CCOc1ccc(N(Cc2cc3cc(C)ccc3[nH]c2=O)C(=O)c2cccc(Cl)c2)cc1	-6%	?	9.2µM*
CCC(=O)c1ccc(OCC(=O)OCC(=O)Nc2cccc(S(=O)(=O)N3CCOCC3)c2)cc1	·	3%	0%
CCC(CO)Oc1cc(NCc2ccc(C)c(C)c2)c2ncn(C(C)C)c2c1 (centres undefined)	-4%	?	?
CN1CCN(C2=Cc3cc(Cl)ccc3Sc3cc(F)ccc32)CC1	-7%	29µM*	?
CC1(OC(=O)CCc2ccccc2)C(=O)C=C2C=C(c3ccc(C#N)cc3)N(Cc3ccccc3)C=C2C1=O (centres undefined)	15%	?	18µM*
CCOc1ccc(C(=O)O)cc1OC	-12%	-7%	13%
CC1CCC2C(=O)N(c3ccc(C(=O)Oc4cccc5cccnc45)cc3)C(=O)C2C1 (centres undefined)	0%	0.65µM*	0.73µM*
COc1ccccc1S(=O)(=O)N(C)C[C@H]1OCc2cnnn2CCCC(=O)N([C@H](C)CO)C[C@@H]1C	·	-6%	-13%
Cc1cccc(C(=O)NCCC(=O)Nc2ccc(C)c(F)c2)c1	-2%	?	-4%
O=C(CN1C(=O)NC2(CCCC2)C1=O)Nc1cc(C(F)(F)F)ccc1N1CCCCC1	-6%	-20%	?
Cc1csc(NC(=O)c2c(-c3c(Cl)cccc3Cl)noc2C)n1	-5%	?	-27%
O=C(COc1ccccc1[N+](=O)[O-])N(Cc1ccccc1)c1ccccn1	2%	-22%	-2%
COc1cc(/C=C2\C(=N)N3N=C(S(C)(=O)=O)SC3=NC2=O)cc(OC)c1OCCOc1cccc(C)c1	?	-4%	4%
CCN1CCN(c2cc(C)c3cc(NC(=O)c4cccnc4Cl)ccc3n2)CC1	-2%	-15%	-3%
CC/C=C/C(=O)N1CC2(CC(c3cccc(NC(=O)COc4ccc(Cl)cc4)c3)=NO2)C[C@H]1C(N)=O (some centres undefined)	-5%	?	29µM*
O=C(CCCN1C(=O)/C(=C/c2ccccc2Cl)SC1=S)NNC(=O)c1ccc(Cl)cc1Cl	-8%	-9%	?
Cc1ccc2nc(SCC(=O)OCc3ccccc3)nc(=O)n2c1	-3%	5%	1%
COc1cccc(Cn2c(=O)c(-c3cccs3)nc3cnc(N4CCOCC4)nc32)c1	-8%	3%	-23%
CN1CCN(C(=O)c2ccccc2-c2nc(-c3ccccc3)no2)CC1	0%	-4%	15%
O=C(CN(Cc1cccs1)C(=O)CNS(=O)(=O)c1ccc(Cl)cc1)NCc1ccco1	-1%	-8%	-1%
CCc1noc(C)c1C(=O)Nc1nc2c(C)cccc2s1	1%	-18%	-5%
Cc1ccc(S(=O)(=O)N(C)c2ccc(C(=O)N3CCC(C(N)=O)CC3)cc2)cc1	·	?	-13%
Clc1ccc(CN2CCCCCCC2)cc1	21%	-25%	-18%

Just TDP1 cell noCPT and DT40 TDP1 CPT, for some of the entries so far:
Molecule | TDP1 cell noCPT | DT40 TDP1 CPT
CC1(OC(=O)CCc2ccccc2)C(=O)C=C2C=C(c3ccc(C#N)cc3)N(Cc3ccccc3)C=C2C1=O (centres undefined) | ? | 18µM*
COc1ccc(N2C(=O)CC(N(Cc3ccc(S(N)(=O)=O)cc3)C(C)=O)C2=O)cc1 (centres undefined) | -14% | 1%
Clc1ccc(CN2CCCCCCC2)cc1 | -25% | -18%

Carrying on:
smiles	KAT2A inh	TDP1 cell noCPT	DT40 TDP1 CPT
Cc1cccc(OCCSc2nc3ccccc3n2CC(=O)N2CCCCC2)c1C	-5%	23µM*	?
O=C(/C=C/c1cccs1)N1CCc2ccccc21	0%	-25%	-9%
Cc1ccccc1CN(C)C(=O)COC(=O)c1ccc2[nH]c(C)c(C)c2c1	-14%	?	16µM*
CCCCCCn1c(C(C)NC(=O)c2ccco2)nc2ccccc21 (centres undefined)	-15%	?	?
COCCNC(=O)c1cccc2c(-c3cnn(C)c3)coc12	·	-20%	-13%
CC(=O)Nc1ccc2c(c1)NC(=O)CC2	-2%	-21%	1%
O=C(CNC(=S)N(Cc1ccccc1F)C1CCCCC1)NCCCN1CCOCC1	-4%	-7%	7%
CC(C)(C)N1C(=O)[C@H]2[C@@H](c3ccc(Br)cc3)N3C(=O)N(c4ccc(Br)cc4)C(=O)[C@@]3(Cc3ccccc3)[C@H]2C1=O	-4%	?	21µM*
O=C(c1ccc(Cn2c(=S)[nH]c3ccc(Br)cc3c2=O)cc1)N1CCN(C2CCCCC2)CC1	-5%	?	?
COc1ccc(CNS(=O)(=O)c2ccc(-c3cc(C(F)(F)F)on3)s2)cc1OC	29%	5.2µM*	9.2µM*
Cc1ccc(NC(=O)Cn2c(=O)n(-c3ccccc3)c(=O)c3c4c(sc32)CCCC4)cc1	2%	?	15µM*
COc1ccc2nc(-c3cccc(N)c3)[nH]c2c1	-18%	23µM*	?
O=C(CCC(=O)Nc1ccccc1Cl)NN=C1CCCC1	-2%	21%	-6%
CCCCCCC(=O)OCC(=O)c1ccc2c(c1)NC(=O)CO2	-7%	13µM*	8.2µM*
Cc1nn(-c2ccccc2)cc1/C=N/NC(=O)c1cccs1	-5%	?	?
COC(=O)c1c(-c2cccs2)csc1NC(=O)c1ccc(Cl)cc1	?	-62%	16µM*
COc1cccc(NC(=O)Cn2cc(C#N)c3ccccc32)c1	-3%	-25%	-28%
O=C(NNC(=O)c1cncc(Br)c1)c1ccncc1	-8%	0%	12%
O=C(O)c1ccccc1-c1ccccc1C(=O)Nc1cccc2ccccc12	0%	-2%	2%
O=C1CC(Nc2ccc(N3CCOCC3)cc2)C(=O)N1c1ccccc1F (centres undefined)	0%	11%	1%
O=C(c1ccc(CS(=O)Cc2ccc(Cl)cc2)o1)N1CCN(c2cccc(Cl)c2)CC1 (centres undefined)	-11%	-28%	?
Cn1c(N)c(C(=O)N2CCN(c3ccccc3)CC2)c(=O)n(C)c1=O	·	7%	-3%
O=C(NC1CCCC1)C1CC(=O)N(C2CCCCCCC2)C1 (centres undefined)	-7%	-6%	-3%
Oc1ccc(C2Nc3cccc4cccc(c34)N2)c(O)c1	-3%	26µM*	4.1µM*
O=C(CCS(=O)(=O)c1ccc(Br)cc1)NC1CCCCCC1	-18%	?	-10%
CCCCC(=O)N/N=C/c1ccc(N2CCOCC2)c([N+](=O)[O-])c1	-4%	-6%	-9%
CC(=O)NCCNc1ccc([N+](=O)[O-])cc1C#N	-21%	9%	2%
OC1CCN(Cc2ccc3ccccc3c2)CC1	1%	7%	-4%
CC(C)Oc1ccc(S(=O)(=O)N2CCOCC2)cc1NC(=O)c1cccc(S(=O)(=O)N2CCCC2)c1	·	-12%	-12%
Cc1ccc(-n2ncc3ccccc3c2=O)cc1Cl	-7%	-19%	-2%
CCOC(=O)C1C(=O)C(=O)N(Cc2ccccc2)C1C(=O)OCC (centres undefined)	·	-9%	2%
CN(CC(=O)Nc1ccc(F)cc1)CC(=O)NC1CCCCC1	-4%	3%	7%
Cc1nnc2ccc(-c3ccc(NS(=O)(=O)c4ccccc4)cc3)nn12	-13%	-4%	13%
COCCNc1nnc(SCC(=O)Nc2cc(-c3ccccc3)nn2-c2ccccc2)s1	-6%	16µM*	26µM*
CN(C)N=Nc1nc2c([nH]1)c(=O)n(C)c(=O)n2C	-8%	-25%	-4%
O=C1OCCN/C1=C\C(=O)c1ccccc1	-1%	-15%	1%
CCOc1ccc(-n2c(SCC(=O)Nc3cc(C)ccc3C)nc3c([nH]c4ccccc43)c2=O)cc1	-9%	16µM*	13µM*
O=C(NCCS(=O)(=O)N1CCN(c2ccc(F)cc2)CC1)c1ccc(Br)o1	-5%	?	-29%
CC1CCCCN1S(=O)(=O)c1ccc(C(=O)Nc2ccccc2-c2nc3ccccc3[nH]2)cc1 (centres undefined)	2%	15µM*	21µM*
CN(C(=O)c1cccc(NC(=O)Cc2ccc(NC(=O)C3CCCN(S(=O)(=O)c4cccc([N+](=O)[O-])c4)C3)cc2)c1)C1CCCCC1 (centres undefined)	·	?	-29%
CSc1nc(O)c(C(c2ccccc2Cl)c2c(O)nc(SC)[nH]c2=O)c(=O)[nH]1	·	-8%	12%
CCCS(=O)(=O)NC(=O)C1(C)CCCN(C(=O)c2c(OC)cccc2OC)C1 (centres undefined)	·	1%	11%
COc1ccc(-c2nnc(SCC(=O)Nc3ccccc3C)o2)cc1OC	0%	-13%	-12%
COc1ccc(N2CCN(S(=O)(=O)c3cn(C)c(=O)n(C)c3=O)CC2)cc1	-22%	17%	0%
COc1ccc(CNCc2ccc(C(=O)O)s2)cc1	-2%	8%	-5%
Cc1ccccc1C(=O)OCc1cnc(Cl)s1	-9%	7%	-6%
Cn1c(=O)c2c(-c3ccccc3Cl)n(-c3cc(Cl)ccc3O)cc2n(C)c1=O	-3%	?	21µM*
CC(C)(C)NC(=O)C(c1cccs1)N(C(=O)c1csnn1)c1ccccc1F (centres undefined)	1%	6%	3%
N#CCCn1cnc2ccccc21	?	-14%	-9%
Cc1ccnc(NS(=O)(=O)c2ccc(NC(=O)CCS(=O)(=O)c3ccccc3)cc2)n1	-1%	3%	-1%

The list goes on.
Under each structure: KAT2A inh	TDP1 cell noCPT	DT40 TDP1 CPT
- Nc1ncnc(Nc2ccc(F)cc2)n1
 : 1%	15%	6%
- COc1cccc(-n2c(=O)c3c4c(sc3n(Cc3ccc(F)cc3Cl)c2=O)CCCC4)c1
 : -7%	?	-9%
- CCCn1c(NC(=O)CCNC(=O)c2ccccc2Cl)nc2ccccc21
 : -4%	?	?
- CCc1ccc2[nH]c(=O)c(CN(Cc3ccccc3)C(=O)Nc3ccccc3OC)cc2c1
 : -19%	?	?
- COCCN1CCN(Cc2cn[nH]c2-c2cc3ccccc3o2)CC1
 : 31%[activator]	-6%	4%
- O=C(COc1ccccc1Cl)NCCCNC(=O)c1ccccn1
 : -6%	-1%	0%
- O=C(CCC(=O)c1cccs1)OCC(=O)N1CCN(S(=O)(=O)c2ccccc2)CC1
 : -5%	-12%	-27%
- O=C(Nc1ccc(-c2nc3cccnc3s2)cc1)c1ccc(Cl)nc1
 : -10%	-7%	-3%
- Cc1nn(C(=O)c2ccco2)c(C)c1Sc1ccc(Cl)cc1
 : -4%	7%	4%
- CC1(C)CC2CC(C)(CN2C(=O)COC(=O)c2cccc([N+](=O)[O-])c2)C1 (centres undefined)
 : -4%	-27%	?
- OC[C@@H]1CN(Cc2ccc(Cl)cc2)C[C@H](n2cnc3c(NCc4ccc(F)cc4)ncnc32)O1
 : ·	18µM*	18µM*
- CCCCN(C(=O)C1CC(=O)N(CCc2ccc(OC)c(OC)c2)C1)c1c(N)n(CC(C)C)c(=O)[nH]c1=O (centres undefined)
 : ·	13%	-4%
- CCOC(=O)N1CCN(C(=S)NC)CC1
 : -6%	-15%	-3%
- CC(C)c1nnc(NC(=O)c2cccc(NC(=O)C(F)(F)F)c2)s1
 : -1%	3%	-2%
- Cc1onc(-c2ccccc2Cl)c1C(=O)Nc1cccc(S(=O)(=O)NC2=NCCC2)c1
 : 1%	-20%	0%
- COc1ccccc1/C=C/C(=O)Nc1ccc(N2CCOCC2)cc1
 : -6%	-29%	-17%
- COc1ccccc1C(=O)NCCC(=O)N1CCCCC1
 : -13%	17%	5%
- CCn1ncc([N+](=O)[O-])c1C(=O)n1nc(C)cc1C
 : 0%	-17%	9%
- O=C(COC(=O)c1c2c(nc3ccccc13)/C(=C/c1ccco1)CC2)NC1CCCC1
 : 13µM*	?	16µM*
- COc1ccc2[nH]c(=O)c(CN(Cc3cccs3)Cc3nnnn3Cc3ccccc3)cc2c1
 : -9%	?	?

Among those listed so far, three have a CF3 group.
Under each structure: KAT2A inh	TDP1 cell noCPT	DT40 TDP1 CPT
- O=C(CN1C(=O)NC2(CCCC2)C1=O)Nc1cc(C(F)(F)F)ccc1N1CCCCC1
 : -6%	-20%	?
- COc1ccc(CNS(=O)(=O)c2ccc(-c3cc(C(F)(F)F)on3)s2)cc1OC
 : 29%	5.2µM*	9.2µM*
- CC(C)c1nnc(NC(=O)c2cccc(NC(=O)C(F)(F)F)c2)s1
 : -1%	3%	-2%
